# D2 agonist: activates the human D2 dopamine receptor; HEK293 T-REx D2 cells, calcium flux agonist mode; activation, % at 2 µM; 340,000 compounds, 0.53% hits;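 active = activation over 3 SD above normal in the single-dose calcium agonist read, cut at about 30% in these data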; also: 0% is about no effect
#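 Calcium-flux readout, 1 cycle/sec over 180 s following compound pin transfer, in inducible HEK293 Trex D2 cells (force-coupled); dopamine controls included. Positive calcium responses during this window marked compounds as potential agonists.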
# TRHR enhancer: allosteric enhancers of human TRH receptor. AID 493056. enhancement, % at 2 µM. P34981. 360,000 compounds, 0.66% hits. TRHR cells, fluo-8 calcium fluorescence, EC20 TRH enhancement; in the data active = enhancement above about 30%; also: 0% is about no effect
# Target sequence (P34981 whole entry, looked up): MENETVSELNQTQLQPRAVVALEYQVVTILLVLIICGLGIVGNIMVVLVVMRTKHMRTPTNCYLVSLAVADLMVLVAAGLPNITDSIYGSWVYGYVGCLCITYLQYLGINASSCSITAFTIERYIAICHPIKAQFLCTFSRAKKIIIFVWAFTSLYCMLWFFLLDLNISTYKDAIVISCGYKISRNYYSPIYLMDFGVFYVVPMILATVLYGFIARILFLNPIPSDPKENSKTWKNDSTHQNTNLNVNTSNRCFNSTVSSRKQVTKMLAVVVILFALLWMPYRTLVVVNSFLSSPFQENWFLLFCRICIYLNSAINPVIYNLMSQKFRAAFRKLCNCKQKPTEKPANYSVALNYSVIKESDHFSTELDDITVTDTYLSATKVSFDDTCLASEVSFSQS
#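 Enhancer read-out: after compound pinning and an initial kinetic agonist-mode read, an EC20 of TRH (10 nM final) was injected and fluo-8 calcium signal (Ex 480/Em 530) followed at 1 s/cycle for 100 cycles in TRHR-expressing cells.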
# PI4K2A block: inhibitors of human PI4K2A; Q9BTU6; purified PI4K2A, ADP-Glo luminescence, 1 h; hits give low values; activity change, negative = inhibition, % at 76.9 µM; 420,000 compounds, 0.13% hits; AID 1346378; in the data active = activity change below about -50%; inconclusive = mostly about -30% to -49%;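 also: -100% = wells without enzyme as full effect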
#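 Compounds are screened against recombinant PI4K2A using PI as substrate and ATP, the latter dispensed at 300 microM. Reactions run one hour at ambient temperature before ADP-Glo detection; full inhibition defined by wells lacking enzyme.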
# USP1-UAF1 inh: inhibitors of human USP1/UAF1 deubiquitinase; recombinant USP1/UAF1, Ub-Rhodamine cleavage fluorescence; 390,000 compounds, 0.23% hits; Potency, µM (doses to about 57.1 µM), for inactives: at the top dose activity change, negative = inhibition, hits mostly inhibitors; O94782; also: potency is read from the fitted curve at half-maximal effect; % is scaled to controls: 0 for no effect and ±100 for the full control effect; nearly all actives have a fitted effect of over 60% in size; inactives centre near -12
#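 USP1/UAF1 complex at 1 nM was preincubated with compound for 15 min at room temperature, then Ub-Rho substrate (150nM final) was added. Fluorescence (480/540 nm) was read kinetically, 6 reads every 60 seconds.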
# IDH1 R132H inh: human IDH1 R132H inhibition; O75874; IDH1-R132H enzyme, NADPH consumption, diaphorase/resazurin fluorescence; Potency, µM (top dose mostly 76.6 µM), without a hit: top-dose activity change, negative = inhibition, usual class: inhibitors; 390,000 compounds, 0.093% hits; AID 602179; also: potency is read from the fitted curve at half-maximal effect; % is scaled to controls: 0 for no effect and ±100 for the full control effect; nearly all actives have a fitted effect of over 65% in size
#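 IDH1-R132H (0.5 ug/mL) preincubated 30 min with compound, then NADPH (0.016 mM) and alpha-KG (2 mM) added; 80 min at RT, pH 7.5. Remaining NADPH coupled via diaphorase/resazurin to fluorescence (540/590 nm); concentration-response curves normalized to no-enzyme control.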
# TrxR1 inh: rat TrxR1 inhibition; Potency, µM (titrated, usually from 114 µM), without a hit: at the top dose activity change, negative = inhibition, most hits filed as inhibitors; recombinant rTrxR1, NADPH fluorescence consumption, selenite substrate; AID 588453; 390,000 compounds, 1% hits; also: potency is read from the fitted curve at half-maximal effect; % is scaled to controls: 0 for no effect and ±100 for the full control effect; nearly all actives have a fitted effect of over 65% in size
# Target sequence (O89049 whole entry, looked up): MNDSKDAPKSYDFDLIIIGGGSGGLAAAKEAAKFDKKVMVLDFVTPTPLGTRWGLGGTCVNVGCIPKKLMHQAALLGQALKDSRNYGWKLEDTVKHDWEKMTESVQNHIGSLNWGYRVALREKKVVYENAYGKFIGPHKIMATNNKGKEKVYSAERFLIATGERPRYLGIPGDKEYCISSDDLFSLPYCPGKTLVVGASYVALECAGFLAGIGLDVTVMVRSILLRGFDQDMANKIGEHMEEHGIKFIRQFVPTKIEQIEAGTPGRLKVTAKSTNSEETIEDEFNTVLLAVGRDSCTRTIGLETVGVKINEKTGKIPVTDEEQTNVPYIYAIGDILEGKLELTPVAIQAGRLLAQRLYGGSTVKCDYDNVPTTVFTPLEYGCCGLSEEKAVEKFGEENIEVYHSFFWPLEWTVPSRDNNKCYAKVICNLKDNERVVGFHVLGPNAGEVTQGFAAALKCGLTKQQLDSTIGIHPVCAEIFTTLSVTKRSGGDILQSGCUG
#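 Rat TrxR1 (90 nM in the dispensed reagent) was pre-reduced with 400 uM NADPH for 5 min at room temperature, then incubated with compound for 15 min. After 400 uM selenite was added, NADPH fluorescence (Ex 340/Em 450 nm) was followed for 8 min.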
# D2 antag: antagonists of human D2 dopamine receptor | P14416 | HEK293 TREx D2 cells, calcium flux, dopamine EC80 | inhibition, % at 10 µM | 340,000 compounds, 2% hits | AID 485344; in the data active = inhibition above about 30%; also: 0% is about no effect
#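 Overnight-induced (tetracycline, 30 C) HEK293 T-REx cells carrying force-coupled D2 receive a no-wash calcium dye, then compound, then EC80 dopamine at 180 s; signals are read kinetically throughout.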
# TRHR agonist: activates the human TRH receptor | TRHR cells, calcium flux fluo-8, FDSS agonist mode | activation, % at 2 µM | P34981 | AID 493084 | 360,000 compounds, 0.18% hits; in the data active = activation above about 30%; also: 0% is about no effect
#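 Read-out: compound-evoked intracellular calcium rise in TRHR cells, fluo-8 dye, kinetic FDSS fluorescence at 1 s/cycle following a 10-cycle baseline. Cells cultured overnight before dye loading (30 min–1.5 h, RT).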
# TrxR1 substrate: rat thioredoxin reductase 1 substrate activity | Potency, µM (highest dose often 114 µM), for the others: at the top dose activity change, negative = substrate turnover | purified TrxR1 substrate turnover, NADPH consumption readout | 390,000 compounds, 0.01% hits | O89049; also: potency is read from the fitted curve at half-maximal effect; % is scaled to controls: 0 for no effect and ±100 for the full control effect; nearly all actives have a fitted effect of over 50% in size
#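 Rat TrxR1, dispensed at 90 nM, was prereduced with 400 uM NADPH (final) for 5 min at ~22 deg C, then incubated with compound 15 min before 400 uM selenite. A first-read NADPH fluorescence drop versus no-compound background flagged substrates.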
# The depositor's hits bear a star; u = inconclusive; x = no result given; [ ] = another dose, or the depositor's remark. Unless noted, calls follow the shape of the dose curve; as a rule, active = well fitted inhibition curve with a large enough effect; inconclusive = small, poorly fitted or top-dose-only effect; inactive = no such curve, though single readings can be large or run the other way.
SMILES,D2 agonist,TRHR enhancer,PI4K2A block,USP1-UAF1 inh,IDH1 R132H inh,TrxR1 inh,D2 antag,TRHR agonist,TrxR1 substrate
COc1ccc(C2c3c(n(C)c4ccccc34)C(=O)N2CC(=O)Nc2ccc(C)c(Cl)c2)cc1 (centres undefined),-0.6,1,0,u,-25%,13%,x,-0.6,-4%
COc1cccc(C(CNC(=O)C(c2ccccc2)c2ccccc2)N(C)C)c1 (centres undefined),1.8,-3,4,-9%,-1%,16%,-25,0.7,1%
O=C(O)COCC(=O)Nc1ccc(Oc2ncnc3cc(Cl)ccc23)nc1,0.7,4,1,-15%,-7%,22%,-10,0.8,-3%[57.1 µM]
N#Cc1cc2c(nc1SCc1cccc(Cl)c1)CCCCC2,-0.1,2,2,-8%,0%,-6%,11,0.0,-4%
O=C(COC(=O)C1CCN(c2ccc(C(F)(F)F)cn2)CC1)NCc1ccc(Cl)cc1Cl,0.8,-8,4,-14%,4%,-5%,4,0.9,-10%
COc1ccc(-c2[nH]c(-c3ccc(C)cc3)nc2SCC(=O)NCc2ccco2)cc1OC,0.2,3,-10,-9%,19%,4%[57.1 µM],18,-0.5,-5%[57.1 µM]
Cc1ccccc1CSCC(=O)NCc1ccco1,-1.3,0,-1,-3%,0%,u,-4,0.4,-4%
Cc1nc(C(C)N(C)Cc2nc(-c3ccc4c(c3)OCO4)no2)c(C)s1 (centres undefined),x,-10,-8,-7%,-2%,18%[57.1 µM],x,1.2,11%[57.1 µM]
CC(=O)N1c2ccc(N=Cc3cc(Br)cc(Br)c3O)cc2CC1C (centres undefined),-0.4,7,x,x,x,x,1,-1.0,x
Cc1ccccc1C(=O)NC1CCN(Cc2nnnn2CCc2ccccc2)CC1,-0.5,-2,2,-22%,2%,7%,0,0.5,-1%
CCN(CC)CCNC(=O)Cn1c(C)cc2ccccc2c1=O,0.0,10,1,-16%,12%,1%,1,0.4,7%
O=C(CNC(=O)c1cccc(F)c1)N/N=C/c1cccc([N+](=O)[O-])c1,-0.6,0,6,-10%,8%,16%,1,0.2,-22%[57.1 µM]
COc1ccc(CC(=O)OCC(=O)NC2CCCC(C)C2C)cc1 (centres undefined),x,x,2,0%,3%,12%[57.1 µM],x,x,-8%[2.29 µM]
Cc1nc2ccccc2n1CCC(=O)Nc1cccc(F)c1,-0.4,-5,7,-3%,0%,11%[57.1 µM],18,0.3,11%[57.1 µM]
CC(C)OCP(=O)(c1ccccc1)c1ccccc1,0.9,1,-1,-13%,5%,-2%,0,0.4,-1%
Cc1ccc(NC2=NC(c3ccco3)n3c(nc(C)cc3=O)N2)c(C)c1 (centres undefined),0.0,2,x,x,x,x,-9,-0.3,x
Cc1noc(-c2ccccc2OC(=O)c2ccccc2)n1,-1.1,3,-2,-16%,2%,0%,-2,0.7,6%[57.1 µM]
O=C(Nc1ccc(N2CCCCC2)c(Cl)c1)c1cccnc1,-0.1,3,4,-9%,9%,13%,8,0.1,2%
COc1ccc(-c2cc(C)no2)cc1S(=O)(=O)Nc1ccccc1,-0.7,-6,-2,-20%,4%,19%,-4,0.4,-4%
O=C(c1ccc(CNS(=O)(=O)c2cccc(Cl)c2)cc1)N1CCCCC1,0.3,-3,2,-7%,-12%,4%,-19,0.4,2%
CC(=O)Nc1ccc(OCC(O)CN2CCN(c3cccc(Cl)c3)CC2)cc1 (centres undefined),76*,0,-6,-10%,-3%,-9%[57.1 µM],83*,0.5,5%[57.1 µM]
COc1ccc(C(=O)Nc2ccc(S(=O)(=O)N3CCOCC3)cc2)cc1,x,x,2,-16%,7%,12%[57.1 µM],x,x,5%[57.1 µM]
Cc1ccc(N2CC(C(=O)Nc3cccnc3)CC2=O)cc1 (centres undefined),0.4,-5,-1,-7%,11%,2%,8,0.7,-8%
CCCCN1CCNC[C@@H]1Cc1ccccc1,0.2,-3,-1,-13%,-2%,-6%[57.1 µM],2,0.2,4%[57.1 µM]
COc1ccc(Cl)cc1NC(=O)NCc1ccccn1,0.3,8,-2,-7%,1%,-11%,-7,0.1,-10%

# In the list so far, three have fluorine.
SMILES,D2 agonist,TRHR enhancer,PI4K2A block,USP1-UAF1 inh,IDH1 R132H inh,TrxR1 inh,D2 antag,TRHR agonist,TrxR1 substrate
O=C(COC(=O)C1CCN(c2ccc(C(F)(F)F)cn2)CC1)NCc1ccc(Cl)cc1Cl,0.8,-8,4,-14%,4%,-5%,4,0.9,-10%
O=C(CNC(=O)c1cccc(F)c1)N/N=C/c1cccc([N+](=O)[O-])c1,-0.6,0,6,-10%,8%,16%,1,0.2,-22%[57.1 µM]
Cc1nc2ccccc2n1CCC(=O)Nc1cccc(F)c1,-0.4,-5,7,-3%,0%,11%[57.1 µM],18,0.3,11%[57.1 µM]

# Structures above that have an aryl thioether with sulfur outside any ring:
SMILES,D2 agonist,TRHR enhancer,PI4K2A block,USP1-UAF1 inh,IDH1 R132H inh,TrxR1 inh,D2 antag,TRHR agonist,TrxR1 substrate
N#Cc1cc2c(nc1SCc1cccc(Cl)c1)CCCCC2,-0.1,2,2,-8%,0%,-6%,11,0.0,-4%
COc1ccc(-c2[nH]c(-c3ccc(C)cc3)nc2SCC(=O)NCc2ccco2)cc1OC,0.2,3,-10,-9%,19%,4%[57.1 µM],18,-0.5,-5%[57.1 µM]

# (list continues)
SMILES,D2 agonist,TRHR enhancer,PI4K2A block,USP1-UAF1 inh,IDH1 R132H inh,TrxR1 inh,D2 antag,TRHR agonist,TrxR1 substrate
O=C1c2ccccc2C(=O)C1c1ccc(O)cc1,x,7,-15,-19%,-7%,11%,x,-0.4,10%
Cc1nc2cc(NC(=O)Nc3ccccc3Cl)ccc2n1C,0.4,7,-23,-2%,12%,14%[57.1 µM],6,-0.4,-2%
COC(=O)C(O)(CC(=O)Nc1cc(Cl)ccc1Cl)C(F)(F)F (centres undefined),x,7,-10,0%,-2%,18%,x,0.3,7%
COc1cc(CNc2ccccc2)c([N+](=O)[O-])cc1OC,2.0,-8,-3,-27%,2%,-6%[57.1 µM],-6,-0.2,-1%[57.1 µM]
CCOc1ccc(NC(=O)[C@@H](NC(=O)c2ccccc2Br)C(C)C)cc1,-0.8,-9,-7,-5%,2%,6%[57.1 µM],11,-0.8,-1%
COC(=O)c1ccc(/C=N/NC(=O)C(=O)NCc2ccccc2)cc1,-0.5,3,-6,-17%,2%,32%[57.1 µM],1,-0.8,11%
COC(=O)c1c(-c2cccnc2)csc1NC(=O)c1ccc2c(c1)OCO2,0.2,-5,-4,-18%,-4%,3%,10,1.1,0%
NS(=O)(=O)c1ccc(NC(=O)COc2ncnc3sccc23)cc1,0.0,-2,4,-11%,5%,14%[0.0914 µM],-10,0.3,-2%
CN(C)C(CNC(=O)c1cccc(S(=O)(=O)Nc2ccccc2Cl)c1)c1ccccc1 (centres undefined),x,x,-1,-4%,-1%,1%,x,x,-3%
C=CCn1c(C)cc(C2=NNC(=Nc3ccc(C)cc3)SC2)c1C,1.3,1,-3,-11%,7%,-1%[57.1 µM],-12,0.1,-3%[57.1 µM]
O=C(CN1c2ccccc2Sc2ccccc21)N/N=C/c1ccc([N+](=O)[O-])cc1,1.1,2,-2,6%,6%,13%[57.1 µM],-7,0.0,2%[57.1 µM]
CC(=O)N1CCN(c2nc(N)c(C#N)c(CC#N)c2C#N)CC1,-0.5,1,6,-6%,-14%,u,4,0.9,-8%
COc1ccc(-c2nc(CSCC(=O)NCCCN3CCCC3=O)c(C)o2)cc1OC,1.4,8,-1,-12%,-8%,6%,-11,0.4,15%
COc1ccc(N/C=C(\C#N)c2nc3ccccc3n2C)c(OC)c1,2.2,2,1,-25%,7%,6%,-13,0.0,-1%
CC1=CC(C)C(C(=O)O)C(C(=O)O)C1 (centres undefined),0.4,8,-3,-18%,5%,-8%[11.4 µM],8,-0.7,5%[11.4 µM]
COc1ccc(Nc2ncccc2C(=O)Nc2ccccc2)cc1,-2.1,2,5,0%,11%,-10%,13,0.2,-11%
CC(C)(C)NC(=O)COC(=O)CCC(=O)c1ccc(F)cc1,0.7,-1,4,-16%,4%,26%[57.1 µM],0,0.3,12%[57.1 µM]
Cc1ccc(S(=O)(=O)N2CCCN(C(=O)OC(C)(C)C)CC2)cc1,0.0,-5,-6,2%,1%,25%[57.1 µM],1,0.3,6%[57.1 µM]
O=C(COC(=O)c1ccc(S(=O)(=O)N2CCCC2)cc1)Nc1ccc(Cl)cc1,0.4,-2,4,-23%,-4%,23%,-27,0.9,5%
O=C(O)CCCNC(=O)CCn1nnc2ccccc2c1=O,0.0,-2,-1,-10%,-2%,17%,-17,0.2,11%
Cn1/c(=N/NC(=O)c2ccccc2Br)sc2ccccc21,1.1,-1,-3,-14%,1%,6%[57.1 µM],5,-1.3,0%[57.1 µM]
Cc1ccc(S(=O)(=O)N2CCOCC2)cc1NC(=O)CN1CCN(c2ccc(O)cc2)CC1,0.7,-3,-6,-10%,5%,10%,14,-0.3,8%
Cc1c(/C=C/C(=O)c2ccc(O)cc2)cnn1C,-0.3,11,-12,-15%,17%,-26%,-12,0.7,-14%
Cc1ccc(N(Cc2cccs2)C(=O)c2ccccc2Cl)cc1,-1.0,-1,3,-22%,-4%,30%,x,0.4,2%
COC(=O)c1cn(-c2ccccc2)nc1-c1ccccc1,-1.6,-5,-5,-22%,3%,10%[57.1 µM],-16,-0.2,-11%
CCc1ccc(/C=C2/SC(=S)N(CCCC(=O)Nc3ccccc3C(=O)O)C2=O)cc1,0.3,4,1,-19%,-14%,-19%,-11,0.8,-2%
COCCn1cnc2c1c(=O)n(CC(=O)NCC(F)(F)F)c(=O)n2Cc1ccccc1,0.7,0,-2,-25%,9%,11%,11,0.0,-1%
CC(C)N(C)C1CCN(S(=O)(=O)c2ccc(-c3ccc(=O)[nH]n3)s2)CC1,0.6,2,2,-10%,8%,12%,-7,0.0,-1%
COc1ccc(/C=N/n2c(C)nnc2C)c(OC)c1,0.2,21,12,-10%,9%,-4%[57.1 µM],2,-0.4,9%[57.1 µM]

# Screens deposited in PubChem BioAssay by National Center for Advancing Translational Sciences (NCATS).
